P. falciparum M17LAP – P. falciparum M17LAP inhibitors, primary screen, biochemical, fluorogenic H-Leu-NHMec substrate, 1536-well (AID 1619); recombinant M17LAP, H-Leu-NHMec fluorogenic kinetic assay; higher % means a stronger effect; 220,000 compounds, 0.38% hits; Leucine aminopeptidase (Plasmodium falciparum (isolate 3D7)); inhibition, % at 30 µM; hits with a dose series show IC50 in µM;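 active = compound inhibiting the enzyme by more than half at any dose during confirmatory dose-response retesting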;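 note: plate controls were full reaction with DMSO carrier for no effect and no enzyme background for full effect; strong numbers were not always called active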
TNAP activators – human TNAP enzyme activators, primary screen, biochemical, luminescent, no phosphate acceptor, uHTS (AID 1001); purified TNAP, luminescent activation assay, no phosphate acceptor; higher activation fold means a stronger effect; 200,000 compounds, 0.03% hits; activation fold at 20 µM; hits with a dose series show EC50 in µM; Alkaline phosphatase, tissue-nonspecific isozyme (Homo sapiens); in the data active = activation fold from about 3, or a potency from the dose series; inactive = the rest, 99 in 100 with activation fold below about 1.6; note: many of its hits are not listed in these tables
Hep lipid drop – inhibitors of hepatocyte lipid droplet formation, primary screen, imaging, high-throughput imaging, BODIPY stain. AML12 mouse hepatocytes, oleate lipid droplets. inhibition, % at 6.5 µM. 240,000 compounds, 0.4% hits. AID 1656, 2009;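 active = lipid droplet intensity inhibited by at least 50%, with more than 500 cells counted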
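Assay system: AML12 mouse liver cells | Compound: 6.5 µM single-point dosing | Schedule: Overnight exposure | Technique: Fluorescence imaging, 20x objective, two fields per well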
M1AAP inhibition – P. falciparum M1AAP inhibitors, biochemical, fluorogenic H-Leu-NHMec substrate, 1536-well (AID 1445) | recombinant M1AAP, H-Leu-NHMec fluorogenic kinetic assay; higher % means a stronger effect | 220,000 compounds, 0.42% hits | inhibition, % at 30 µM, or IC50 in µM where a hit was titrated | Aminopeptidase N (Plasmodium falciparum (isolate 3D7));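 active = primary inhibition above the hit cutoff, then over 50% inhibition at one or more dose response concentrations, cut at about 23% in these data, passing the limit was not always enough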;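 note: plate controls were DMSO full reaction for no effect and no enzyme background for full effect; strong numbers were not always called active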
UTI89 phage lysis – inhibition of K1F phage lysis, E. coli UTI89, bacterial capsule biogenesis inhibitors, alamar blue (AID 488966); E. coli UTI89 K1F phage lysis, alamar blue, 2 h; higher % means a stronger effect; inhibition, % at 100 µM, or IC50 in µM where a hit was titrated; 340,000 compounds, 0.02% hits;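 active = phage lysis inhibition, versus mean bacterial control, above a set limit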;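 note: capsule biogenesis inhibitors block K1F phage lysis so surviving cells raise fluorescence; higher fluorescence means more inhibition of phage lysis; actives were called in the ten point dose series up to 300 µM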
Siah-1 displacement – Siah-1 peptide-binding antagonists, primary screen, biochemical, fluorescence polarization, rhodamine-plectin, uHTS (AID 1817) | E3 ubiquitin-protein ligase SIAH1 (Homo sapiens) | Siah-1 / rhodamine-plectin peptide fluorescence polarization; higher % means a stronger effect | displacement, % at 20 µM, or IC50 in µM where a hit was titrated | 290,000 compounds, 0.02% hits;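 active = displacement of at least 50% at 20 µM, with a fluorescence ratio check between 0.3 and a set limit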;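 note: plate controls were Siah plus tracer with DMSO for no effect and tracer alone without Siah for full effect; strong numbers were not always called active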
PMI inhibitors – inhibitors of human PMI, primary screen, biochemical, fluorescence intensity, coupled assay (AID 1209). Mannose-6-phosphate isomerase (Homo sapiens). purified PMI enzyme, coupled fluorescence intensity; higher % means a stronger effect. inhibition, % at 20 µM; hits with a dose series show IC50 in µM. 190,000 compounds, 0.42% hits;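 note: plate controls were DMSO vehicle for no effect and wells lacking substrate for full effect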
XIAP antagonists – XIAP antagonists, biochemical, IAP family, fluorescence polarization (AID 1018) | one-dose displacement, % at 20 µM; IC50 in µM for titrated hits | XIAP BIR domain, fluorescence polarization peptide displacement; higher % means a stronger effect | 200,000 compounds, 0.007% hits | E3 ubiquitin-protein ligase XIAP (Homo sapiens); in the data active = displacement above about 50%; note: a part of the inactive calls stands beside numbers as strong as those of hits
human PMI inhibitors – human PMI inhibitors, high substrate, primary screen, biochemical, fluorescence intensity, high mannose 6-phosphate (AID 1220); Mannose-6-phosphate isomerase (Homo sapiens); recombinant PMI enzyme, coupled fluorescence intensity; higher % means a stronger effect; inhibition, % at 20 µM; hits with a dose series show IC50 in µM; 190,000 compounds, 0.66% hits
Hep lipid drop cells 6.5 µM – recorded beside Hep lipid drop, whose call it bears; cell count; measured here: cell count, cytotoxicity flag;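 cells counted across two imaged fields per well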
* hit, by the source's call; x = no result given; [ ] = remark or other dose. Cut-off read from the data, not from the text of the source, unless noted: active = inhibition above about 50%; inactive = the rest. Outcome played no part in choosing rows; 1.9% or so of the library scored in one or more.

SMILES	P. falciparum M17LAP	TNAP activators	Hep lipid drop	Hep lipid drop cells 6.5 µM	M1AAP inhibition	UTI89 phage lysis	Siah-1 displacement	PMI inhibitors	XIAP antagonists	human PMI inhibitors
Cn1nccc1C(=O)N1CCCC(C(=O)c2cccc3ccccc23)C1 (stereo not given)	-1%	1	5	709	-1%	0.3%	-2%	11%	-6.3%	17%
COc1ccc(NC(=O)/C=C/c2cc(Br)ccc2OC)cc1	9%	1.1	x	x	16%	4.4%	-4%	5%	-3.2%	6%
Cn1c(Cn2c(=O)sc3ccccc32)nnc1SCC(=O)Nc1cccc(F)c1	-7%	1.1	-1	727	7%	6.9%	14%	-6%	0.0%	-5%
CCOC(=O)NC(=O)CN1C(=O)NC(C)(c2ccccc2)C1=O (stereo not given)	1%	1.1	x	x	2%	-1.2%	0%	-5%	-4.3%	-3%
CC1(C)C2CC=C(/C=N/NC(=O)c3ccc(O)cc3)C1C2 (stereo not given)	7%	1	9	697	8%	0.2%	1%	3%	-4.5%	4%
COc1ccc(C(=O)CSc2nc3[nH]ncc3c(=O)[nH]2)cc1	0%	1.1	2	653	9%	0.0%	3%	-26%	-4.6%	-14%
COC(=O)c1sc2nc(CN3CCN(c4ccc(OC)cc4)CC3)[nH]c(=O)c2c1C	1%	1.2	-14	701	7%	2.0%	-1%	18%	-7.1%	26%
CCOc1ccc(NC(=S)NCc2ccc3c(c2)OCO3)cc1	-8%	x	-6	772	-2%	-0.7%	-8%	x	x	x
CCOC(=O)C(NC(=O)Nc1ccc(O)cc1)(c1ccccc1)C(F)(F)F (stereo not given)	1%	1	-17	641	-1%	4.2%	30%	10%	-4.9%	50%*
COC(=O)CCCCCNC(=S)Nc1ccc2[nH]c(=O)[nH]c2c1	9%	x	-24	678	6%	0.1%	8%	x	x	x
COc1cc2cc(CN(CCO)S(=O)(=O)c3ccccc3)c(=O)[nH]c2cc1OC	-22%	1.1	4	788	10%	-0.1%	-1%	6%	-1.4%	-3%
COc1cccc(C(=O)n2cnnc2N)c1OC	12%	1.1	-11	688	1%	0.7%	14%	9%	1.0%	6%
CCOC(=O)CNC(=O)CSc1nc(-c2ccc(C)cc2)ns1	-9%	1	-1	650	10%	0.1%	18%	4%	-1.0%	6%
CCOC(=O)c1cc(NC(=O)C2C3CCC(O3)C2C(=O)O)cc(C(=O)OCC)c1 (stereo not given)	-8%	1	x	x	-6%	-0.6%	-1%	-8%	-4.4%	-13%
CCCn1c(SCC(=O)Nc2ccccc2N2CCOCC2)nc2c1c(=O)n(C)c(=O)n2C	-6%	1.1	-26	764	11%	1.7%	0%	2%	-2.0%	2%
CCSS(=O)(=O)c1cccc2cccnc12	11%	x	-3	705	6%	x	2%	x	x	x
O=C(COC(=O)CCC(=O)c1cccs1)NC(=O)c1ccc(OC(F)F)cc1	-5%	1.2	6	669	2%	-0.2%	3%	1%	-0.2%	2%
O=C(c1cc(N2CCCCC2)nc2ccccc12)N1CCOCC1	-23%	1.1	x	x	11%	5.3%	-2%	6%	-2.2%	7%
Cc1ccc(NC(=O)CSc2nnc(-c3cccs3)o2)cc1S(=O)(=O)N(C)C	-1%	1.2	8	720	2%	x	-4%	2%	-0.1%	0%
Cc1cc2cc(CNC(=O)c3ccc(Br)o3)ccc2n1C	2%	x	27	638	1%	1.3%	8%	x	x	x

Next section (4 carried over from the part before).
SMILES	P. falciparum M17LAP	TNAP activators	Hep lipid drop	Hep lipid drop cells 6.5 µM	M1AAP inhibition	UTI89 phage lysis	Siah-1 displacement	PMI inhibitors	XIAP antagonists	human PMI inhibitors
O=C(COC(=O)CCC(=O)c1cccs1)NC(=O)c1ccc(OC(F)F)cc1	-5%	1.2	6	669	2%	-0.2%	3%	1%	-0.2%	2%
O=C(c1cc(N2CCCCC2)nc2ccccc12)N1CCOCC1	-23%	1.1	x	x	11%	5.3%	-2%	6%	-2.2%	7%
Cc1ccc(NC(=O)CSc2nnc(-c3cccs3)o2)cc1S(=O)(=O)N(C)C	-1%	1.2	8	720	2%	x	-4%	2%	-0.1%	0%
Cc1cc2cc(CNC(=O)c3ccc(Br)o3)ccc2n1C	2%	x	27	638	1%	1.3%	8%	x	x	x
O=C(Nc1ccc(Br)cc1)c1ccc(Br)c(S(=O)(=O)Nc2cccnc2)c1	3%	1.3	-2	722	12%	-0.4%	9%	9%	-11%	0%
Nc1nc(NCC2CCCO2)nc(Nc2ccccc2)c1[N+](=O)[O-] (stereo not given)	36%	1	11	695	9%	-0.1%	0%	-3%	-15%	-2%
CCN(CC)Cc1c(O)c(Cl)cc2c(C)cc(=O)oc12	-130%	1.1	-20	684	49µM*	11%	49%	-4%	4.2%	12%
COC(=O)c1sccc1NC(=O)CSc1ccc(Cl)cc1	9%	1.1	x	x	4%	0.0%	3%	12%	-3.2%	6%
O=c1c2c3c(sc2[nH]c(=S)n1Cc1ccco1)CCC3	-4%	x	20	724	7%	-1.0%[50 µM]	59%	x	x	x
Cn1c(Cn2c(=O)sc3ccccc32)nnc1SCC(=O)Nc1cccc(Cl)c1	-5%	1.1	17	775	10%	1.2%	5%	-7%	0.4%	-6%
Cc1nc(CS(=O)(=O)c2ccccc2)cc(Sc2ccc(Cl)cc2Cl)n1	2%	1.1	2	605	4%	-0.2%	9%	16%	2.0%	10%
Cc1c(-c2ccccc2)c(P(=O)(N2CCOCC2)N2CCOCC2)c2ccccn12	-6%	1.1	x	x	5%	2.9%	-2%	2%	-4.3%	5%
CC(C)NC(=O)c1cc2nc(-c3ccco3)cc(C(F)(F)F)n2n1	5%	1.1	12	797	9%	0.1%	-3%	6%	-4.1%	9%
Cc1cccc(OCC(O)CN2CCN(CCN3C(=O)c4cccc5cccc(c45)C3=O)CC2)c1C (stereo not given)	5%	1	7	627	3%	-0.9%	0%	8%	-5.4%	3%
CC(=O)Cn1ncc(N2CCOCC2)c(Br)c1=O	3%	1	-5	695	13%	0.5%	-4%	-6%	-7.1%	-4%
COc1ccc(/C=N/NC(=O)CC2N=C(Cc3ccccc3)NNC2=O)cc1OC (stereo not given)	16%	1	4	739	3%	0.1%	-2%	-1%	-0.3%	3%
CCS(=O)(=O)c1ccc(O)c(NC(=O)NC2CCCCC2)c1	-9%	x	-1	652	12%	-0.1%	1%	x	x	x
O=C(CSC1=NCCS1)Nc1ccc2ccccc2c1	4%	1	8	697	1%	0.2%	3%	4%	-1.0%	0%
c1ccc(-n2ncc(-c3nn[nH]n3)n2)cc1	-7%	1	x	x	1%	-0.4%	-1%	-12%	-5.7%	-9%
Cc1ccc(/C=C/c2ccc(=O)n(Cc3ccccc3Cl)n2)cc1	1%	1.1	4	777	12%	-0.1%	0%	6%	-2.4%	1%
Clc1ccc(-c2nc(/C=N/N3CCOCC3)c3ccccn23)cc1	7%	1.1	5	681	10%	0.4%	3%	21%	-4.2%	31%
COc1ccc(C(=O)N2CCC(C(=O)Nc3ccccc3C)CC2)cc1OC	x	1.1	3	738	x	0.0%	-4%	2%	-0.7%	2%
O=C(/C=C/c1ccc([N+](=O)[O-])cc1)OCC(=O)N1c2ccccc2Sc2ccccc21	3%	1.2	-1	683	4%	-1.9%[50 µM]	3%	17%	3.6%	20%
O=C(NC(=S)NCc1cccnc1)c1cc2ccccc2o1	14%	1.2	2	744	13%	1.2%	-3%	-15%	-6.4%	-8%
CC(=O)N1CCN(Cc2nc3cc(NC(=O)c4ccc(F)cc4)ccc3n2C)CC1	x	1.1	10	798	x	2.3%	-5%	-8%	17%	-10%
COc1ccc(OCC(=O)Nc2ccc3c(c2)nc(CN2CCCC2)n3C)cc1	0%	1.1	-12	764	10%	0.8%	0%	13%	-4.9%	9%
O=C(Nc1ncc(Cc2ccccc2)s1)C1COc2ccccc2O1 (stereo not given)	0%	1.1	x	x	-1%	-3.5%	-2%	3%	-6.7%	-2%
Cc1ccc(NC(=O)CN2C(=O)N/C(=C\c3cccn3-c3cccc(C(=O)O)c3)C2=O)cc1	14%	1.1	3	707	12%	2.7%	36%	-23%	-7.7%	-8%
CCC(C)(C(=O)NC1CCCCC1)N(C)C(=O)c1ccc2c(c1)OCO2 (stereo not given)	7%	1.1	-8	652	7%	0.5%	2%	-7%	-2.5%	-9%
Cc1cccc(NC(=O)CN2C(=S)NC(C)(C)CC2C)c1C (stereo not given)	2%	1.2	-9	610	2%	0.9%	0%	4%	-3.4%	-6%
O=c1nc2n(c3c1oc1ccccc13)Cc1ccccc1-2	-12%	1.1	x	x	3%	x	0%	14%	-4.3%	16%
COc1ccc(Cn2nnnc2C(c2ccccc2OC)N2CCC(C(N)=O)CC2)cc1 (stereo not given)	1%	1.1	2	717	7%	0.1%	3%	4%	-9.3%	-2%
COC(=O)C(CC(=O)Nc1cc(C)ccc1C)Nc1ccccc1OC (stereo not given)	1%	1.1	x	x	-7%	1.1%	2%	-4%	-4.2%	0%
CSC1=N/C(=C\c2ccc(C)cc2)C(=O)S1	2%	1.1	x	x	4%	0.3%[50 µM]	2%	16%	-0.9%	10%
CC1CCN(C(=O)CSc2nc3ccccc3s2)CC1	4%	1.1	x	x	-7%	1.1%	-2%	0%	-6.5%	1%
COc1ccc(NC(=O)CN(C)C2CCCCC2)cc1Cl	1%	x	-7	709	4%	3.8%[50 µM]	2%	x	x	x
O=C(NN1C(=O)c2ccccc2NC12CCCCC2)c1ccccc1	28%	1.1	9	728	6.9µM*	0.1%	-1%	-2%	-2.4%	-6%
Cc1snc(SCC(=O)c2ccc(Cl)cc2)c1C#N	-1%	1.2	x	x	2%	1.4%	0%	57%*	-2.3%	2%
Cn1c(C2=C(O)CN(c3ccc4c(c3)OCCO4)C2=N)nc2ccccc21	2%	1.1	x	x	-1%	1.3%	4%	-2%	-0.8%	0%
CC1(NC(=O)C23CC4CC(CC(C4)C2)C3)CCS(=O)(=O)C1 (stereo not given)	-12%	1.1	4	782	2%	0.9%	2%	9%	-6.3%	0%
COc1cc(/C=N/NC(=S)NCC2CCCO2)cc(OC)c1OC (stereo not given)	21%	x	39	667	3%	0.2%	4%	x	x	x
O=c1c2ccccc2nc2n1C(CSc1ccc(Br)cc1)CN2 (stereo not given)	6%	0.9	x	x	6%	0.3%	1%	1%	-5.3%	-5%

Screening data: PubChem, several laboratories
